RGS8-Gao reg = regulators of human RGS8-Galphao interaction; AID 1423; response (percent of control binding), % at 10 µM; P09471; actives 0.34% (n = 220,000); multiplexed bead flow cytometry, RGS8-Galphao binding; actives lie on both sides; in the data active = response below about 60% or above about 140%; inactive = in between;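 note: Galphao activated as the GDP aluminium fluoride complex binding bead-coupled RGS8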
Target sequence (P09471 whole entry, looked up): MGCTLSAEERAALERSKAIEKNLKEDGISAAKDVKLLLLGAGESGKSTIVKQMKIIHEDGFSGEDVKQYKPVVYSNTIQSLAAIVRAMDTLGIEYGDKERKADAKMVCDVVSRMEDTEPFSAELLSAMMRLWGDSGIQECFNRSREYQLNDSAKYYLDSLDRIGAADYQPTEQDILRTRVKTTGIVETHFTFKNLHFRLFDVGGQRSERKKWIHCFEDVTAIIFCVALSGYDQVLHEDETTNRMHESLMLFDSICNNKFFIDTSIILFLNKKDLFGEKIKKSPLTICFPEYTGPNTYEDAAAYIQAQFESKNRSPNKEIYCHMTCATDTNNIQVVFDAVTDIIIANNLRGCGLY
RGS4-Gao reg = human RGS4-Galphao interaction regulation | Multiplexed bead flow cytometry, RGS4-Galphao binding; actives lie on both sides | binding response (% of control), % at 10 µM | actives 0.33% (n = 220,000) | AID 1415; in the data active = binding response below about 49% or above about 150%; inactive = in between;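 note: fluorescent Galphao activated with aluminum fluoride binding bead-coupled RGS4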
RGS7-Gao = regulators of human RGS7-Galphao interaction. Multiplexed bead flow cytometry, RGS7-Galphao binding; actives lie on both sides. binding response (% of control), % at 10 µM. actives 0.35% (n = 220,000). AID 1439; in the data active = binding response below about 49% or above about 150%; inconclusive = no clear call, values can overlap the other calls; inactive = in between;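 note: fluorescent Galphao held in activated GDP-AlF4 state binding bead-coupled RGS7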
* = called active by the depositor; ? = inconclusive. A portion of the library, so the mix of outcomes need not match the whole.

SMILES | RGS8-Gao reg | RGS4-Gao reg | RGS7-Gao
C=CCNC(=S)NNC(=O)C(CC(C)C)CC(C)O (stereo unspecified) | 103 | 107 | ?
CC1CC(C)CN(S(=O)(=O)c2ccc(NN)nc2)C1 (stereo unspecified) | 103 | 104 | ?
Cc1oc(C(C)(C)C)cc1C(=O)N1CCN(c2ncccc2C(F)(F)F)CC1 | 124 | 142 | ?
C/C(=N\Nc1ccc(Cl)c(C(=O)O)c1)c1ccccn1 | 94 | 91 | ?
COc1ccc(Br)cc1C(C[N+](=O)[O-])c1c(N)n(C)c(=O)n(C)c1=O (stereo unspecified) | 101 | 93 | ?
Cc1onc(-c2c(Cl)cccc2Cl)c1C(=O)N=C(N)N1CC(C)OC(C)C1 (stereo unspecified) | 102 | 101 | ?
COc1ccc2[nH]c(C(=O)Nc3ncc(C)cc3Br)cc2c1 | 97 | 98 | ?
O=C(C[n+]1ccc(/C=N/O)cc1)NCc1ccccc1 | 97 | 95 | ?
CN(C)CCCNC(=O)/C(=C\C=C\c1ccccc1)NC(=O)c1ccc([N+](=O)[O-])cc1 | 104 | 111 | ?
CCOc1cccc2cc(C(N)=O)c(=N)oc12 | 91 | 83 | ?
COC/C=C/C1=CC2=CC(=O)C(C)(OC(=O)c3cnc4ccccc4n3)C(=O)C2=CN1CCN1CCOCC1 (stereo unspecified) | 91 | 85 | ?
CC1(C)CC(NC(=O)C(=O)NCCc2ccccc2)CC(C)(C)N1 | 98 | 97 | ?
CCOc1ccc(N2C(=O)C(=O)/C(=C(/O)c3ccccc3)C2c2ccccc2[N+](=O)[O-])cc1 (stereo unspecified) | 97 | 99 | ?
COc1ccc(/C=N\NC(=O)C2COc3ccccc3O2)cc1O (stereo unspecified) | 100 | 99 | ?
CC(=O)CC(C)(C)Nc1nc2ccc([N+](=O)[O-])cc2o1 | 102 | 103 | ?
COc1ccccc1OCCNC(=O)Nc1cc(F)c(F)cc1Cl | 99 | 99 | ?
CN(C)c1cc(NC(=O)CNC(C)(C)C)c2ccccc2n1 | 100 | 85 | ?
CC(O)[C@H]1CNC(=O)C(=O)N1CC(C)(C)C (stereo partly specified) | 100 | 101 | ?
CN(C)C(=S)Nc1cccc(C(F)(F)F)c1 | 97 | 97 | ?
CCCCNC(=O)NNC(=O)c1cc(C)on1 | 99 | 99 | ?
C[C@H](NC(=O)Nc1cccc(Br)c1)C(=O)O | 99 | 102 | ?
CN(C)CC#CCC(O)(c1ccccc1)c1ccccc1 | 106 | 106 | ?
CCN(CC)CCCN=Cc1c(O)n(-c2ccc(C)cc2)c(=O)c2ccccc12 | 104 | 108 | ?
O=c1nc(SCc2c(F)cccc2Cl)nc(-c2ccccc2)[nH]1 | 98 | 96 | ?
COc1cccc(/C=N/n2cnc3cc(C)c(C)cc32)c1OC | 99 | 102 | ?
SMILES | RGS8-Gao reg | RGS4-Gao reg | RGS7-Gao
O=C(NN=C(Cc1ccccc1)Cc1ccccc1)c1ccncc1 | 104 | 101 | ?
CC(C)=NNC(=O)C1=NNC(=O)C1 | 102 | 99 | ?
CN1CCN(CCC(=O)Nc2cccc(Br)c2)CC1 | 104 | 102 | ?
CCOC(=O)c1ccccc1OCc1cc(/C=N/NC(=O)c2cccnc2)ccc1OC | 101 | 101 | ?
COc1ccc(/C=C/C(=O)NCCc2nc3ccccc3[nH]2)cc1 | 101 | 103 | ?
O=C(CSc1ccccn1)N/N=C/c1cc([N+](=O)[O-])ccc1O | 104 | 100 | ?
O=C(CCl)NC1(C(F)(F)F)C(=O)Nc2c1c(=O)[nH]c(=O)n2-c1ccccc1 (stereo unspecified) | 100 | 98 | ?
C=C(C)C(=O)N1CC2(CC(c3cccc(NC(=O)/C(C)=C\C)c3)=NO2)C[C@H]1C(N)=O (stereo partly specified) | 108 | 104 | ?
CC/C=C/C(=O)N1CC2(CC(c3cccc(NC(=O)CCCCC)c3)=NO2)C[C@H]1C(N)=O (stereo partly specified) | 103 | 104 | ?
COc1ccc(CCNC(=O)c2cc3c(=O)n(C)c4ccccc4c3n2C)c(OC)c1 | 89 | 85 | ?
Cc1oc(-c2ccccc2)cc1C(=O)NCc1ccncc1 | 99 | 99 | ?
CN1CCN(c2nc3ccccn3c(=O)c2/C=C(\C#N)S(=O)(=O)c2ccccc2)CC1 | 102 | 99 | ?
C/C(=N\NC(=O)c1nnn(-c2nonc2N)c1COc1ccc(F)cc1)c1ccc(Cl)cc1 | 100 | 99 | ?
Cc1ccc(-n2c(SCC(=O)N3CCOCC3)nnc2-c2ccncc2)cc1C | 98 | 99 | ?
NC1=NC[C@H](Cc2ccc(O)cc2)N1CC1CCCCC1 | 94 | 96 | ?
COc1ccc(CCNC(=O)CCn2c(SCC(=O)N3CCCC3)nc3ccccc3c2=O)cc1OC | 99 | 102 | ?
CCOC(=O)c1c(NC(=O)CCNCc2ccco2)sc2c1CCC2 | 108 | 111 | ?
N#CC(C#N)=C1C(=O)N(CCN2CCCCC2)c2ccccc21 | 93 | 95 | ?
COc1cccc(CNC(=O)C(Cc2ccccc2)n2cccc2)c1 (stereo unspecified) | 99 | 107 | ?
CCOC(=O)c1c(CSC(=N)N)n(C)c2cc(Br)c(OC(C)=O)cc12 | 94 | 87 | ?
NC(=O)CSc1nnc(-c2cnccn2)n1Cc1ccco1 | 102 | 103 | ?
O=C(O)c1ccc(CSc2ncnc3c2cnn3Cc2ccccc2)cc1 | 101 | 99 | ?
COc1cc(OC)cc(-c2cc3nc(C)c(CCC(=O)NCc4ccccc4)c(C)n3n2)c1 | 107 | 106 | ?
COc1ccc(C(=O)N/C(=C/c2cccs2)C(=O)NN)cc1OC | 98 | 91 | ?
COCCNC(=O)C(=O)N/N=C(\C)CC(=O)Nc1cccc(C(F)(F)F)c1 | 105 | 105 | ?
SMILES | RGS8-Gao reg | RGS4-Gao reg | RGS7-Gao
CCOC(=O)c1cn2nc(Oc3ccc(C)cc3)ccc2n1 | 101 | 102 | ?
COc1cccc(/C=N/NC(=S)Nc2cccc(S(=O)(=O)N(C)C)c2)c1 | 102 | 105 | ?
CC(=O)NC(=S)Nc1ccc(NC(=O)c2cccnc2)cc1 | 104 | 101 | ?
Cn1cccc1/C=N/NC(=O)Cc1ccccc1 | 97 | 96 | ?
CC(C)(C)c1ccc(Oc2ccc(N)cn2)cc1 | 99 | 99 | ?
CC(=O)Nc1ccc(NC=C(C#N)C#N)cc1 | 102 | 106 | ?
CCOC(=O)c1cnc2ccccc2c1NCc1ccco1 | 103 | 93 | ?
O=C(O)C1CCCCC1C(=O)NC(c1ccccc1)c1ccccc1 (stereo unspecified) | 100 | 102 | ?
Cc1nc(SC(C(N)=O)c2ccccc2)c(C#N)c(C)c1C (stereo unspecified) | 100 | 99 | ?
C/C(=N\NC(=O)c1n[nH]c2c1CCC2)c1ccco1 | 102 | 106 | ?
CNC(=O)Nc1ccc(C2SCCS2)cc1 | 93 | 87 | ?
NC(=O)Cc1ccc2c(c1)[nH]c1ccccc12 | 101 | 101 | ?
CCOC(=O)c1cc(C)nc(Sc2ccc(C)cc2)c1C#N | 99 | 98 | ?
CCOC(=O)N1CCC(NS(=O)(=O)c2ccc(C)cc2)CC1 | 100 | 103 | ?
CN(CCS(=O)(=O)c1ccc(Cl)cc1)Cc1cccnc1 | 102 | 99 | ?
CCN(CC)S(=O)(=O)c1cccc(C(=O)N/N=C2\CCCC(=O)C2)c1 | 100 | 102 | ?
COc1ccc(CCNC(=S)Nc2ccc(C(C)C)cc2)cc1 | 96 | 92 | ?
COc1ccc(/C(C)=N/Nc2nc3ccccc3nc2C)cc1OC | 95 | 80 | ?
CCNC(=O)COC(=O)c1cc(S(=O)(=O)N2CCCCC2)ccc1C | 103 | 101 | ?
Nc1ccccc1C(=O)NNC1=C(C(=O)C(F)(F)F)CCC1 | 102 | 103 | ?
COc1ccc(-c2ccc(OC)c([C@H]3[C@H]4C=CC[C@@H](C)[C@@H]4C(=O)N3Cc3ccccc3)c2)cc1 | 94 | 90 | ?
CCCCC#Cc1cncc(C(=O)N/N=C/c2ccccc2)c1 | 100 | 102 | ?
CN(C)C(=O)CSc1nc2ccc(N3C(=O)c4ccccc4C3=O)cc2s1 | 102 | 107 | ?
COc1ccc(NC2c3ccccc3C(=O)N2Cc2ccc3c(c2)OCO3)cc1 (stereo unspecified) | 99 | 96 | ?
Cc1ccc(-n2nc(C)c(=O)c(-c3ccccc3)c2NC(=O)C(C)C)cc1 | 99 | 100 | ?
SMILES | RGS8-Gao reg | RGS4-Gao reg | RGS7-Gao
COc1ccc2c(c1)[nH]c1c(=O)n(/N=C/c3ccc(OC)c(CN4CCCC4)c3)cnc12 | 103 | 104 | ?
CC1CCC2(CC1)NC(=O)N(CC(=O)Nc1cccc(S(=O)(=O)N3CCOCC3)c1)C2=O (stereo unspecified) | 93 | 84 | ?
CCCC(=O)Nc1nc2c(C)c(Cl)ccc2s1 | 97 | 94 | ?
Cn1c(CSCc2ccc(F)cc2)nnc1SCC(=O)Nc1cccc(C(=O)O)c1 | 101 | 93 | ?
O=C1/C(=C/c2cccc(Br)c2)SC(=S)N1/N=C/c1cc([N+](=O)[O-])ccc1O | 102 | 96 | ?
Cc1nc(C)n(CC(=O)c2ccc(Cl)cc2Cl)n1 | 103 | 96 | ?
Cc1nc2nc(CC(=O)O)[nH]n2c(=O)c1[N+](=O)[O-] | 98 | 93 | ?
OCC(O)CN1CCCC1 (stereo unspecified) | 98 | 92 | ?
CCCN(CCC)C(=O)C1CCCN1S(=O)(=O)c1cccc2nsnc12 (stereo unspecified) | 100 | 99 | ?
O=C(Nc1ccc(F)cc1F)N1CCCN(CCOc2ccccc2)CC1 | 98 | 96 | ?
O=C(Cc1ccc(Br)cc1)Nc1nc2ccccc2[nH]1 | 96 | 94 | ?
Cc1cc(C(=O)NNC(=O)c2cccc(Cl)c2)no1 | 103 | 99 | ?
O=C(CNC(=O)c1ccc2c(c1)OCCO2)N/N=C/c1ccco1 | 103 | 101 | ?
CCn1nc(C)cc1C(=O)Sc1ccc(Cl)cc1Cl | 102 | 105 | ?
Oc1[nH]c(N=C2N=c3ccccc3=N2)c2ccccc12 | 57* | 35* | ?
CCOC(=O)c1c(C)[nH]c(C(=O)CN2CCN(CC)CC2)c1C | 95 | 91 | ?
CC(C)c1c(O)nc(SCCOc2ccc(Cl)cc2)[nH]c1=O | 102 | 102 | ?
N#Cc1ccc(N2CCOCC2)nc1 | 103 | 108 | ?
OC1(c2cccs2)CN(c2ccc(Br)cc2)C2=[N+]1CCCS2 (stereo unspecified) | 100 | 102 | ?
Cc1ccc(C(=O)Nc2nc(N)n(-c3ccccc3)n2)cc1 | 102 | 103 | ?
Cn1nnc2c[n+](CC(=O)c3ccc4ccccc4c3)cc(Br)c21 | 103 | 98 | ?
Cc1nc(-c2ccc(-c3ccon3)s2)no1 | 99 | 99 | ?
CC(NC(=O)c1c(Cl)cnn1C)C1CCCO1 (stereo unspecified) | 106 | 102 | ?
O=c1nc(SCc2ccccc2Cl)nc(-c2ccc(Cl)cc2)[nH]1 | 103 | 103 | ?
Cc1cc(NC(=O)Nc2ccc(Cl)cc2)n(-c2ccccc2)n1 | 103 | 107 | ?
COC(=O)C1=C(C(=O)OC)[C@@H]2N(C)c3ccccc3[C@@]23C[C@@H](C(=O)OC)N=C3N1 | 93 | 87 | ?
Cc1ccc2c(c1)COc1c3ccc(C(=O)N[C@@H](CO)C(C)C)cc3nn1-2 | 99 | 101 | ?
CCC(C)[C@H](NC(=O)Nc1ccccc1F)C(=O)O (stereo partly specified) | 100 | 101 | ?

20 entries from above, arranged by molar mass, descending.
SMILES | RGS8-Gao reg | RGS4-Gao reg | RGS7-Gao
COc1cc(OC)cc(-c2cc3nc(C)c(CCC(=O)NCc4ccccc4)c(C)n3n2)c1 | 107 | 106 | ?
CCOc1ccc(N2C(=O)C(=O)/C(=C(/O)c3ccccc3)C2c2ccccc2[N+](=O)[O-])cc1 (stereo unspecified) | 97 | 99 | ?
CCOC(=O)c1ccccc1OCc1cc(/C=N/NC(=O)c2cccnc2)ccc1OC | 101 | 101 | ?
COc1ccc(Br)cc1C(C[N+](=O)[O-])c1c(N)n(C)c(=O)n(C)c1=O (stereo unspecified) | 101 | 93 | ?
COC(=O)C1=C(C(=O)OC)[C@@H]2N(C)c3ccccc3[C@@]23C[C@@H](C(=O)OC)N=C3N1 | 93 | 87 | ?
CCCN(CCC)C(=O)C1CCCN1S(=O)(=O)c1cccc2nsnc12 (stereo unspecified) | 100 | 99 | ?
CCN(CC)CCCN=Cc1c(O)n(-c2ccc(C)cc2)c(=O)c2ccccc12 | 104 | 108 | ?
CCOC(=O)c1c(NC(=O)CCNCc2ccco2)sc2c1CCC2 | 108 | 111 | ?
COc1ccc2[nH]c(C(=O)Nc3ncc(C)cc3Br)cc2c1 | 97 | 98 | ?
COc1ccc(C(=O)N/C(=C/c2cccs2)C(=O)NN)cc1OC | 98 | 91 | ?
O=C(Cc1ccc(Br)cc1)Nc1nc2ccccc2[nH]1 | 96 | 94 | ?
Cc1cc(NC(=O)Nc2ccc(Cl)cc2)n(-c2ccccc2)n1 | 103 | 107 | ?
CN(CCS(=O)(=O)c1ccc(Cl)cc1)Cc1cccnc1 | 102 | 99 | ?
CC(=O)NC(=S)Nc1ccc(NC(=O)c2cccnc2)cc1 | 104 | 101 | ?
CCCCC#Cc1cncc(C(=O)N/N=C/c2ccccc2)c1 | 100 | 102 | ?
Cc1ccc(C(=O)Nc2nc(N)n(-c3ccccc3)n2)cc1 | 102 | 103 | ?
CCCC(=O)Nc1nc2c(C)c(Cl)ccc2s1 | 97 | 94 | ?
CC(=O)Nc1ccc(NC=C(C#N)C#N)cc1 | 102 | 106 | ?
NC(=O)Cc1ccc2c(c1)[nH]c1ccccc12 | 101 | 101 | ?
OCC(O)CN1CCCC1 (stereo unspecified) | 98 | 92 | ?
